VP16 counter: inhibits Gal4-VP16 luciferase reporter, ROR gamma counter-screen | Potency, µM (highest dose often 53.6 µM), for inactives: at the highest dose activity, negative = inhibition, actives largely listed as inhibitors | 310,000 tested, 3.5% active | Drosophila S2 Gal4-VP16 UAS-luciferase, luminescence, 20 h | AID 2546;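 note: Gal4-VP16 expression switched on by copper sulfate through the metallothionein promoter; potency is the fitted concentration of half-maximal effect; % is set by controls: 0 for no effect and ±100 for the full control effect; nearly all actives have a fitted effect of over 50% in size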
NPC1 prom act: activators of NPC1 promoter; AID 485313; 320,000 tested, 2.4% active; Huh7 NPC1 promoter luciferase reporter, 24 h; Potency, µM (top dose mostly 9.22 µM), for the others: top-dose activation, actives largely listed as activators;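 note: potency is the fitted concentration of half-maximal effect; % of control where 0% means no effect; nearly all actives have a fitted effect of over 60% in size; reporter is driven by a mutant NPC1 promoter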
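Stably transfected Huh7 (NPC1 promoter→luciferase), 1500 cells/well in Opti-MEM + 10% FBS, 2 h settle, then compound 24 h at 37 °C. Luminescence after 10 min with Amplite reagent.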
Rab9 promoter act: activates the Rab9 promoter | AID 485297 | 320,000 tested, 2.8% active | Huh7 Rab9 promoter-luciferase reporter, luminescence, 24 h | Potency, µM (top dose mostly 9.22 µM), without a hit: at the highest dose activation, negative = inhibition, most hits filed as activators; note: potency is the fitted concentration of half-maximal effect; % of control where 0% means no effect; nearly all actives have a fitted effect of over 60% in size
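Luciferase signal after 10 min detection reagent at ambient indicates Rab9 promoter upregulation; stably transfected Huh7 cells were treated 24 h with compound in DMSO at 37 °C, 5% CO2.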
ELG1 genotox: inducers of genotoxicity in HEK293T ELG1-luciferase cells; 330,000 tested, 1.3% active; Potency, µM (highest dose often 46 µM), for the others: at the highest dose activity change, positive = activation, usual class: activators; HEK293T ELG1-luciferase reporter, luminescence, 16 h; note: potency is the fitted concentration of half-maximal effect; % of control where 0% means no effect; nearly all actives have a fitted effect of over 60% in size
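ELG1-luciferase HEK293T cells, 2,000/well; compound pinned in; 16 hr, 37 °C, 5% CO2; ONE-Glo, 30 min RT; luminescence on CCD imager.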
BRCA1 expr up: increases BRCA1 expression | MCF7-BRCA1-FFLuc reporter, luminescence, 48 h; response scale: scaled: vehicle 0%, 10 µM genistein 100% | Potency, µM (top dose mostly 46.1 µM), without a hit: at the top dose activation, hits mostly activators | 380,000 tested, 1.1% active; note: potency is the fitted concentration of half-maximal effect; nearly all actives have a fitted effect of over 80% in size; some results filed as inactive show a strong effect at the top dose
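Compounds are tested at multiple concentrations on MCF7 BRCA1-luciferase reporter cells seeded at 2000 per well; after 48 h, a single luminescence end-point is taken and curves fitted to the normalized data.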
p53 reactivation: restores transcriptional activity of mutant p53 | H1299 p53-A138V BP100-luciferase reporter, luminescence, 24 h | Potency, µM (doses to about 92.2 µM), for inactives: at the top dose activity change, positive = activation, usual class: activators | 320,000 tested, 0.063% active; note: potency is the fitted concentration of half-maximal effect; % of control where 0% means no effect; nearly all actives have a fitted effect of over 45% in size
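H1299 (p53-null), stable ts p53-A138V + BP100-Luc; 1000 cells/well, Opti-MEM/10% FBS; cpd 4 pt, 1:5; 24 h, 37 deg C, 5% CO2; detection reagent 10 min RT; luminescence.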
TRPV1 agonist: human TRPV1 agonism | TRPV1-expressing cells, Fluo-8 calcium influx, agonist mode | activation, % at 8.33 µM | 320,000 tested, 0.19% active; in the data active = activation above about 80%; inconclusive = between about 30% and that limit; note: 0% is about no effect
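TRPV1-expressing cells were cultured overnight at 35.5C and loaded with Fluo-8 calcium dye for 40 to 90 min at room temperature. After a 10 s baseline, compound was added and calcium influx was read kinetically for 3 min (ex 480/em 520 nm).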
ELG1 DNA repair: inhibitors of ELG1-dependent DNA repair in HEK293T cells | HEK293T ELG1-luciferase reporter, luminescence, 16 h; DNA damage induced by 5-fluorouridine | Potency, µM (series often up to 46.1 µM), inactives show at the top dose activity change, negative = inhibition, actives largely listed as inhibitors | 330,000 tested, 2.3% active; note: potency is the fitted concentration of half-maximal effect; % is set by controls: 0 for no effect and ±100 for the full control effect; nearly all actives have a fitted effect of over 55% in size
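DMSO vehicle served as the neutral condition. Each well held 2,000 cells given 5-fluorouridine plus compound; after 16 hr at 37 °C/5% CO2, ONE-Glo was added and luciferase measured 30 min later.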
FLuc counter: firefly luciferase modulation, counter-screen for miR-21 project. Potency, µM (doses to about 57.5 µM), for inactives: at the top dose activity change, negative = inhibition, most hits filed as inhibitors. 360,000 tested, 6.9% active. purified FLuc, Km substrates, luminescence inhibition. P08659;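 note: potency is the fitted concentration of half-maximal effect; plate controls were vehicle for no effect and reference inhibitor for full effect; nearly all actives have a fitted effect of over 55% in size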
Target sequence (P08659 whole entry, looked up): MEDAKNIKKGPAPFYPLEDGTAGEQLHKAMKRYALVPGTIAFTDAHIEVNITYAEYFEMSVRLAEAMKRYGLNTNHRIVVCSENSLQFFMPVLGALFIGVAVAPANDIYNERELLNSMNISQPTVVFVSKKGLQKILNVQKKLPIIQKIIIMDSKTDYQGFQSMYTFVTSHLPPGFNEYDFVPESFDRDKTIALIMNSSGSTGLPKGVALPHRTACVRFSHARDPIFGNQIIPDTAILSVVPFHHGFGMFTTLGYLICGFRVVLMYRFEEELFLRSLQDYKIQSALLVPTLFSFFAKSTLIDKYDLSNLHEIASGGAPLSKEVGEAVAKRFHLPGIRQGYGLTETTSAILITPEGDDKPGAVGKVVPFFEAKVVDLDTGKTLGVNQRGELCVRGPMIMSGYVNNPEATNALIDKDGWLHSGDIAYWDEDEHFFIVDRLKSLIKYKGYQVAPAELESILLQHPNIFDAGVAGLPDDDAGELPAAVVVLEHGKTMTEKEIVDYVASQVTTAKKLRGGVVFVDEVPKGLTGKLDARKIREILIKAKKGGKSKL
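Biochemical qHTS of compounds, final roughly 60 µM downward over six points, against 10 nM purified firefly luciferase using Km concentrations of substrates (10 uM D-luciferin, 10 uM ATP) in Tris acetate pH 7.5 buffer; luminescence output.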
RORgamma inh: inhibitors of mouse ROR gamma transcriptional activity. Drosophila S2 Gal4-RORgamma UAS-luciferase reporter, 20 h. Potency, µM (highest dose often 53.6 µM), for the others: top-dose activity change, negative = inhibition, actives largely listed as inhibitors. 310,000 tested, 5.4% active; note: potency is the fitted concentration of half-maximal effect; % is set by controls: 0 for no effect and ±100 for the full control effect; nearly all actives have a fitted effect of over 60% in size
Target sequence (P51450 whole entry, looked up, the tested form may be a part): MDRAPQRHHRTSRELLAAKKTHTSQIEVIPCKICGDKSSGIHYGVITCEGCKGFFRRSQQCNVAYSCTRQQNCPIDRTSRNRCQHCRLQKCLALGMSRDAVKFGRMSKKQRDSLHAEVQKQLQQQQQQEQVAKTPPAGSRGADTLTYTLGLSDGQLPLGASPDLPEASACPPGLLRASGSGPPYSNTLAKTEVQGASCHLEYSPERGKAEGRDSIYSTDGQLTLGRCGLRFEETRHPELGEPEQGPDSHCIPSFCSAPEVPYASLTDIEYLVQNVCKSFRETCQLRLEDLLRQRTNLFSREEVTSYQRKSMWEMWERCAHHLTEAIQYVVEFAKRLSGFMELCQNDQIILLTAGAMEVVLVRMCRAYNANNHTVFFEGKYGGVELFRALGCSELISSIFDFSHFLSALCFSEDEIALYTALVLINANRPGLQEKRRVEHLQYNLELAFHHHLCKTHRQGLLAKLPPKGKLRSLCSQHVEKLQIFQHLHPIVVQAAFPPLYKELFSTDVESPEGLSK
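Using a luciferase readout, inhibitors were identified by reduced reporter activity in Drosophila cells coexpressing a copper-inducible Gal4–ROR gamma fusion and UAS-driven Photinus luciferase, incubated 20 hr after 700 uM copper sulfate.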
Tb PFK block: blocks T. brucei phosphofructokinase. O15648. Potency, µM (titrated, usually from 57.5 µM), for inactives: at the highest dose activity, negative = inhibition, usual class: inhibitors. T. brucei PFK, ADP-Glo luminescence. 330,000 tested, 0.17% active;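 note: potency is the fitted concentration of half-maximal effect; 0% = uninhibited 1x PFK enzyme wells and -100% = no-enzyme wells; nearly all actives have a fitted effect of over 60% in size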
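Compounds were pin-transferred as a titration series up to 57 uM into substrate buffer (0.5 mM F6P, 0.1 mM ATP, pH 8.0), then 1.25 nM PFK was added and reactions ran 45 min before ADP-Glo detection.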
An asterisk follows results filed as active; ? = inconclusive; . = not tested or not shown; [ ] = remark or other dose. Unless noted, calls come from the whole dose curve; as a rule, active = well fitted curve in the direction sought with a large enough effect; inconclusive = small, poorly fitted or top-dose-only effect, or another doubt; inactive = no such curve, though single readings can be large; an effect the other way counts as inactive or inconclusive.

Structure,ELG1 DNA repair,Tb PFK block,FLuc counter,ELG1 genotox,TRPV1 agonist,p53 reactivation,Rab9 promoter act,VP16 counter,NPC1 prom act,BRCA1 expr up,RORgamma inh
COc1ccc(S(=O)(=O)NCC(c2ccc(C)cc2)N2CCN(C)CC2)cc1 (centres undefined),0%,-3%,-1%,0%,-7,-5%,-7%,.,-2%,-3%,.
COc1ccc(Cc2nnc(NC(=O)C3CC(=O)N(c4ccccc4C)C3)s2)cc1OC (centres undefined),?,-13%,0%,4%,-9,-6%,3%,.,4%,-6%,.
O=C(CSCc1cccc(CSCC(=O)Nc2ccc3ccccc3c2)n1)Nc1ccc2ccccc2c1,?,1%,3%,-9%,?,-1%,-4%,-14%,1%,29%,33%
COc1ccc(C2CC(O)(c3ccccc3)Oc3c(C)ccc(C)c32)cc1 (centres undefined),1%,12%,-1%,-4%,10,7%,-2%,13µM*,?,-45%,?
O=C(O)CN1CCN(Cc2ccccc2Cl)C1=O,?,8%[0.46 µM],-2%,-1%,1,41%,-1%,-8%,-3%,1%,-18%
COc1ccc(C(=O)Oc2ccc(N(C)S(=O)(=O)c3ccccc3)cc2)cc1[N+](=O)[O-],3%,-4%,0%,-2%,-3,2%,2%,2%,3%,-3%,11%
Cc1ccc(C)c(Cn2c(=O)n(CCC(=O)NCc3ccco3)c(=O)c3ccccc32)c1,?,-7%,-2%,-1%,2,4%,-2%,3%,3%,-18%,2%
CCCc1cc(=O)oc2cc(C)cc(OCC(=O)NCC(O)c3ccccc3)c12 (centres undefined),-23%,3%,5%,-5%,1,-5%,-6%,-1%,1%,-2%,-3%
Cc1cc(C(=O)Nc2cccc3c2O[C@H](CN(C)CC2CC2)[C@@H](C)CN([C@H](C)CO)C3=O)n(C)n1,20%,2%,.,1%,.,-3%,.,.,.,12%,.
Cc1ccccc1Nc1c(-c2ccc(N3CCOCC3)cc2)nc2cnccn12,?,2%,1.5µM*,?,2,10%,?,11%,?,59%,-17%
COCCCNC(=S)N1CCC(C(=O)c2ccc3c(c2)OCCO3)CC1,?,3%,-5%,-1%,3,-3%,-3%,28%,-3%,0%,-1%
CCN(CC)c1ccc(C(=O)OCC(=O)N2CCCC2)cc1,?,1%,-18%,20%,1,4%,18%,18%,1%,75%,12%
O=C1CCN(Cc2ccc(Cl)cc2)N1,3%,-2%,-12%,-1%,-3,1%,4%,-12%,-4%,11%,-1%
O=c1c(N2CCOCC2)c(N2CCOCC2)c1=O,15%,0%,1%,-1%,1,-2%,2%,-1%,2%,1%,30%
Cc1nnc2sc(-c3ccco3)nn12,21%,-2%,-1%,16%,-2,2%,-2%,5%,0%,0%,-33%
O=C(Nc1c2c(nn1-c1ccc(F)cc1)CS(=O)C2)c1ccc(S(=O)(=O)N2CCOCC2)cc1 (centres undefined),9%,0%,4%,5%,-2,1%,-1%,-3%,-2%,1%,1%
Cc1ccccc1-n1c(=O)c(C#N)cc2c(=O)n3ccccc3nc21,-19%,-2%,-1%,1%,-7,-2%,4%,-2%,0%,0%[1.84 µM],-27%
CCOc1ccccc1NC(=O)C1CCCN1C(=O)OCc1ccccc1 (centres undefined),2%,-2%,-1%,-2%,21,-9%,-6%,4%,0%,-24%,-12%
Cc1nnc(SCC(=O)N2CCN(c3cccc(Cl)c3)CC2)n1C1CC1,?,-16%,3%,-7%,0,-12%,-14%,.,-2%,-3%,.
O=C(NCCN1CCOCC1)c1cc(Br)ccc1Cl,-2%,1%,-2%,1%,-4,-10%,7%,-4%,2%,9%,11%
O=C(c1ccncc1)N1CCCC(N2CCN(c3ccc(F)cc3)CC2)C1 (centres undefined),25%,1%,?,?,1,13%,8%,?,13%,-14%,?
Cc1ccc(C(=O)NNC(=O)c2ccncc2)cc1S(=O)(=O)N1CCCCC1,4%,-9%,-1%,1%,3,10%,1%,.,2%,-3%,.
O=C(O)C1(NS(=O)(=O)c2ccc(F)c(Cl)c2)CCCCC1,13%,0%,1%,-6%,0,7%,-3%,-3%,3%,-3%,1%
CCOC(=O)C1CCN(C(=O)CCC(=O)NNc2nc3ccccc3c3nc(C)nn23)CC1,17%,1%,-1%,-3%,-4,-2%,-2%,-7%,-21%,0%,2%

Structures above with two or more sulfur atoms (two):
Structure,ELG1 DNA repair,Tb PFK block,FLuc counter,ELG1 genotox,TRPV1 agonist,p53 reactivation,Rab9 promoter act,VP16 counter,NPC1 prom act,BRCA1 expr up,RORgamma inh
O=C(CSCc1cccc(CSCC(=O)Nc2ccc3ccccc3c2)n1)Nc1ccc2ccccc2c1,?,1%,3%,-9%,?,-1%,-4%,-14%,1%,29%,33%
O=C(Nc1c2c(nn1-c1ccc(F)cc1)CS(=O)C2)c1ccc(S(=O)(=O)N2CCOCC2)cc1 (centres undefined),9%,0%,4%,5%,-2,1%,-1%,-3%,-2%,1%,1%

Other structures.
Structure,ELG1 DNA repair,Tb PFK block,FLuc counter,ELG1 genotox,TRPV1 agonist,p53 reactivation,Rab9 promoter act,VP16 counter,NPC1 prom act,BRCA1 expr up,RORgamma inh
O=C1[C@@H]2[C@@H]3C[C@@H]([C@H]4ON=C(c5ccc(Cl)cc5)[C@@H]34)[C@@H]2C(=O)N1C1CCCCC1,-21%,-1%,-2%,1%,21,11%,-13%,?,-1%,-70%,?
COc1cc(/C=C2\NC(=S)N(C)C2=O)ccc1O,3%,-1%,-9%,9%,?,-2%,1%,?,-8%,23%,?
Cc1ccccc1NC(=O)Nc1nc2ccc(S(C)(=O)=O)cc2s1,?,0%,-14%,3%,9,9%,?,-7%,4µM*,?,3%
Cn1c(=NC(=O)C(C)(C)C)sc2cccc(F)c21,?,-1%,?,9%,17,9%,1%,-2%,-6%,3%,-21%
Cc1cc(C)nc(N/N=C/c2ccccc2Cl)n1,?,-5%,?,15%,-7,2%,?,?,22%,96%,?
O=C(Nc1ccccn1)c1cccc(S(=O)(=O)N2CCc3ccccc3C2)c1,?,0%,4%,0%,19,-2%,-1%,.,-2%,-13%,.
O=C(c1ccc(Br)s1)N1CCN(S(=O)(=O)c2ccccc2)CC1,-15%,-7%,2%,-8%,13,-12%,-3%,17%,-2%,-22%,-22%
CCC(C)(C)n1nnnc1C(c1ccc(OC)c(OC)c1)N1CCN(c2ccc(F)cc2)CC1 (centres undefined),-21%,5%,2%,-1%,3,-5%,-3%,-28%,-4%,-22%,?
Cc1ccc(-c2nc(Nc3ccc(O)cc3)c3ccccc3n2)cc1,?,2%,24µM*,9%,?,9%,16%,1%,15%,-90%,-13%
CC(C)CC(OC(=O)c1nsc(Cl)c1Cl)C(=O)NC1CCCC1 (centres undefined),-1%,-4%,-1%,0%,?,5%,-1%,-10%,3%,-15%,13%
CCOC(=O)Cc1csc(NC(=O)CN2C(=O)c3ccccc3S2(=O)=O)n1,-1%,8%,1%[2.3 µM],-3%,2,5%,1%,1%,0%,-4%,-6%
Cc1cc(SCC(=O)N/N=C/c2ccco2)nc2ccccc12,-10%,2%,-14%,-2%,4,-4%,0%,-8%,-1%,-2%,-26%
Cn1ccnc1SCc1cccc([N+](=O)[O-])c1,15%,1%,0%,8%,1,5%,2%,-1%,5%,32%,-20%
COc1ccc(/C=N/n2c(C)nnc2C)c(OC)c1OC,?,-9%,0%,?,-5,-6%,-4%,-16%,1%,-16%,-54%
CCOC(=O)C(C)Sc1nc2ccccc2c(=O)n1CC1CCCCC1 (centres undefined),-3%,0%,0%,-3%,?,-5%,-1%,6%,-3%,3%,13%
O=C(NCc1ccncc1)c1cccc(S(=O)(=O)NCc2ccccc2)c1,1%,-2%,2%,-4%,1,1%,-1%,4%,-3%,0%,17%
CC(C)c1ccc(OCC(=O)Nc2ccncc2)cc1,10%,0%,5.4µM*,3%,95*,8%,0%,-13%,4%,6%,?
O=C(c1ccccc1)c1ccc(OCC(O)CNC2CCCc3ccccc32)cc1 (centres undefined),-1%,-3%,0%,-5%,0,-1%,-1%,-10%,0%,-25%,-1%
CCOCC(=O)Nc1nc2ccc(OC)cc2s1,?,-8%,12µM*,5.2µM*,27,?,1.4µM*,-20%,2µM*,?,-31%
COc1ccccc1-c1noc(-c2ccco2)n1,?,-5%,11µM*,6.5µM*,1,?,3.2µM*,7%,3.5µM*,?,8%
Cc1ccc(CC2CC(=O)N(CC(=O)O)C2=O)cc1 (centres undefined),-3%,2%,8%,-1%,0,-2%,-3%,-2%,-2%,-1%,-17%
Cc1cc(C)nc(/N=C2\NC(=O)CC(C(=O)O)N2c2ccc(Cl)cc2Cl)n1 (centres undefined),-2%,2%,-2%,-1%,-1,0%,0%,-11%,0%,0%,-13%
CCOC(=O)C1C(C)N=C2SCC(=O)N2C1c1cccc(Br)c1 (centres undefined),-10%,-2%,-1%,0%,-1,5%,-4%,-9%,10%,-20%,-10%

From PubChem BioAssay
